SW480 rerep: A quantitative high throughput screen for small molecules that induce DNA re-replication in SW480 colon adenocarcinoma cells; SW480 DNA re-replication, Hoechst DNA content imaging, 48 h; Potency, µM (top dose mostly 46.1 µM), for the others: at the highest dose re-replication activation, actives largely listed as activators; 1.8% of 340,000 active; AID 624297, 2012; further: potency means the concentration at half of the fitted maximal effect; % of control where 0% means no effect; nearly all actives have a fitted effect of over 55% in size
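Image-based read-out: total Hoechst fluorescence of nuclei (405 nm excitation, 500-530 nm emission), with hits raising the fraction of high-intensity nuclei. SW480 colon cells incubated 48 hr with compounds at 37 C.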
HT1080 IDH1KD tx: qHTS for induction of synthetic lethality in tumor cells producing 2HG: qHTS for the HT-1080-IDH1KD cell line; AID 686971, 2013; HT-1080 IDH1 knockdown viability, ATP luminescence, 48 h; 2% of 360,000 active; Potency, µM (highest dose often 46.1 µM), for the others: at the top dose activity, negative = toxicity, actives largely listed as cytotoxic;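 further: potency means the concentration at half of the fitted maximal effect; 0% = DMSO wells and -100% = cell-free medium wells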
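Luminescent ATP read-out (CellTiter-Glo, 10 min at room temperature) after 48 h compound exposure at 37 °C gave viability of IDH1-knockdown HT-1080 cells. Activity was normalised to DMSO and cell-free wells, then fitted as concentration-response curves.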
KB-3-1 cytotox: qHTS assay for MDR1-selective chemotherapeutics: Primary screen using the parental adenocarcinoma cell KB-3-1; KB-3-1 viability, CellTiter-Glo ATP luminescence, 72 h; Potency, µM (titrated, usually from 46.1 µM), for inactives: at the highest dose activity change, negative = cytotoxic, hits mostly cytotoxic; 1.4% of 400,000 active; AID 1347075, 2019; further: potency means the concentration at half of the fitted maximal effect; on the % scale 0 is the no-effect control and ±100 the full control effect; nearly all actives have a fitted effect of over 60% in size
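Cells are dispensed, compounds pinned in, plates held at 37 °C for 72 h, then CellTiter-Glo is added and luminescence read after 10 minutes. Cell line: parental KB-3-1 in phenol-red-free DMEM, 10% FBS.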
KB-V1 MDR tox: qHTS assay for MDR1-selective chemotherapeutics: Primary screen using the drug-selected MDR subline cells KB-V1; KB-V1 MDR cells viability, CellTiter-Glo, 72 h; Potency, µM (titrated, usually from 46.1 µM), inactives show at the highest dose activity change, negative = cytotoxicity, usual class: cytotoxic; 3.4% of 400,000 active; AID 1347076, 2019; further: potency means the concentration at half of the fitted maximal effect; on the % scale 0 is the no-effect control and ±100 the full control effect; nearly all actives have a fitted effect of over 60% in size
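Potencies derive from concentration-effect curves fitted to normalized luminescence (CellTiter-Glo) of KB-V1 cells treated for 72 h at 37 degrees C in phenol-red-free DMEM containing 10% FBS.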
WRN inhibitor: qHTS for Inhibitors of WRN Helicase | WRN helicase unwinding, fluorescent forked duplex, kinetic | 0.46% of 360,000 active | AID 651768, 2012 | Bifunctional 3'-5' exonuclease/ATP-dependent helicase WRN (Homo sapiens), Q14191 | Potency, µM (highest dose often 114 µM), for inactives: at the top dose activity change, negative = inhibition, usual class: inhibitors; further: potency means the concentration at half of the fitted maximal effect; on the % scale 0 is the no-effect control and ±100 the full control effect; nearly all actives have a fitted effect of over 55% in size
Target sequence (Q14191 whole entry, looked up): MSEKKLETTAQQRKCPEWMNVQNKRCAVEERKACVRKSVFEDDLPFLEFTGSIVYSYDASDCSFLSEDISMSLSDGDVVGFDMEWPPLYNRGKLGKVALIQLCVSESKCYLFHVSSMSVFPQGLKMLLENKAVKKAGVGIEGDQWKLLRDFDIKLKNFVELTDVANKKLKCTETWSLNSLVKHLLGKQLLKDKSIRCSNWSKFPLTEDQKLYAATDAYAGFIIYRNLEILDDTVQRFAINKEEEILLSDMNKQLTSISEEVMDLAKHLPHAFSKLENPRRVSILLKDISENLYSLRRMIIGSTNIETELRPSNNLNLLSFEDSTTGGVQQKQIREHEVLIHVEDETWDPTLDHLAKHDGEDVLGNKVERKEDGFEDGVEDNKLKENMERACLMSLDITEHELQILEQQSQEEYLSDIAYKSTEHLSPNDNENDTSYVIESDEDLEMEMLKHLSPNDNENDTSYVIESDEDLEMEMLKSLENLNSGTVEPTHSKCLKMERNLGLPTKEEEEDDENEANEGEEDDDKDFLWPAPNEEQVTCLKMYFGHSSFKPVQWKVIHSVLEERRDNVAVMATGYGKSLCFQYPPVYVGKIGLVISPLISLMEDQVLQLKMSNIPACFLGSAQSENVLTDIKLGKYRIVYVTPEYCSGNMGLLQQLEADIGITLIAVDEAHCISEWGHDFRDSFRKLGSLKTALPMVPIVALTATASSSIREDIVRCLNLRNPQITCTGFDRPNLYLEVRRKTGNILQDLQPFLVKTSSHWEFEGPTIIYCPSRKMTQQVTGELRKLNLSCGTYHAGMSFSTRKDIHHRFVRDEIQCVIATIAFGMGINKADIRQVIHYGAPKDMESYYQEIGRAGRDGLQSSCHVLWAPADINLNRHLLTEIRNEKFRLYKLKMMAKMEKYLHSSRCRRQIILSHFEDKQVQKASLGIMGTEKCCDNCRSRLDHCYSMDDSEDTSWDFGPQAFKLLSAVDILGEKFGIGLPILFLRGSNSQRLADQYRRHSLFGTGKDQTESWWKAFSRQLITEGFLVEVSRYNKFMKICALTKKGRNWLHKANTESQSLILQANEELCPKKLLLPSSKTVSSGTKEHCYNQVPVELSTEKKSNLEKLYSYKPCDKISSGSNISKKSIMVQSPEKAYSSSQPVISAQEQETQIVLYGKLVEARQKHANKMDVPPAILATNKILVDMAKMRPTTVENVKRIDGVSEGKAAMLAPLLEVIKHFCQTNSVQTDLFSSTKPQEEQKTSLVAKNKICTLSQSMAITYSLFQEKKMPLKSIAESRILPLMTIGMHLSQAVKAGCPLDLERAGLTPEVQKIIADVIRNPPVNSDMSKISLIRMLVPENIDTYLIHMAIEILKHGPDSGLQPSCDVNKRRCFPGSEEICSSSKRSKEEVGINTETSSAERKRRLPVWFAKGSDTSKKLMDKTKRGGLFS
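WRN at 20 nM final was preincubated with compound for 15 min at room temperature; reaction started with 100 nM forked duplex oligonucleotide carrying fluorophore and quencher plus 2 mM ATP (final). Unwinding followed kinetically by red fluorescence (ex 525/em 598 nm).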
ATXN2 expr inh: Primary qHTS for Inhibitors of ATXN expression; HEK-293 ATXN2-luciferase reporter, luminescence, 24 h; AID 1745845, 2022; Potency, µM (doses to about 57 µM), for inactives: top-dose activity change, negative = inhibition, usual class: inhibitors; 0.72% of 360,000 active; further: potency means the concentration at half of the fitted maximal effect; on the % scale 0 is the no-effect control and ±100 the full control effect; nearly all actives have a fitted effect of over 55% in size
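qHTS (up to 57 uM final) was run with 24 h compound exposure of reporter cells at 37 °C. Each well was multiplexed: SteadyGlo luminescence measured ATXN2-luciferase expression after a fluorogenic Gly-Phe-AFC viability readout (25 uM final).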
HT1080NT lethal: qHTS for induction of synthetic lethality in tumor cells producing 2HG: qHTS for the HT-1080-NT fibrosarcoma cell line; HT-1080-NT fibrosarcoma viability, CellTiter-Glo ATP luminescence, 48 h; Potency, µM (doses to about 46.1 µM), without a hit: at the top dose activity, negative = less viability, usual class: cytotoxic; 1.6% of 360,000 active; AID 686970, 2013;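 further: NT is the 2HG producing partner of a matched IDH1 knockdown line; potency means the concentration at half of the fitted maximal effect; 0% = DMSO-treated cells and -100% = media-only wells without cells; nearly all actives have a fitted effect of over 55% in size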
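Viability by CellTiter-Glo luminescence after 48 h compound exposure at 37C of HT-1080-NT cells (750/well, RPMI, 5% FBS). % activity scaled between DMSO wells and medium-only wells, then curve-fitted and categorized by curve class.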
MCF10A rereplic: A quantitative high throughput screen for small molecules that induce DNA re-replication in MCF 10a normal breast cells. MCF 10A DNA re-replication, Hoechst nuclear intensity, 48 h. Potency, µM (titrated, usually from 46.1 µM), inactives show top-dose activity, positive = re-replication, actives largely listed as activators. 2.9% of 350,000 active. AID 624296, 2012; further: potency means the concentration at half of the fitted maximal effect; % of control where 0% means no effect; nearly all actives have a fitted effect of over 50% in size
IL-1B inflam inh: qHTS for Inhibitors of Inflammasome Signaling: IL-1-beta AlphaLISA Primary Screen. THP-1 LPS/ATP IL-1B secretion, AlphaLISA, 16 h; hits give low values. activity change, % at 57.5 µM. 4.7% of 360,000 active. AID 743279, 2014; in the data active means activity change below about -50%; inconclusive means mostly about -30% to -49%; further: on the % scale 0 is the no-effect control and ±100 the full control effect
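THP-1 cells pretreated 1 hr with compounds (up to 57.5 uM final), then stimulated with LPS (250 ng/mL final) plus ATP (1.25 mM final); secreted IL-1B measured by AlphaLISA after 16 hr, decreased signal indicating inhibition.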
* hit, by the source's call; ? = inconclusive; nt = no result given; [ ] = dose if it differs, or a comment. Unless noted, the call rests on the fitted dose curve; in most records, active means well fitted curve in the direction sought with a large enough effect; inconclusive means small, poorly fitted or top-dose-only effect, or another doubt; inactive means no such curve, though single readings can be large; an effect the other way counts as inactive or inconclusive.

No.	SMILES	SW480 rerep	HT1080 IDH1KD tx	KB-3-1 cytotox	KB-V1 MDR tox	WRN inhibitor	ATXN2 expr inh	HT1080NT lethal	MCF10A rereplic	IL-1B inflam inh
1	CCCCOc1ccc(N2CC(C(=O)NCc3ccco3)CC2=O)cc1 (stereo not drawn)	-10%	4%	10%	15%	-4%	11%	6%	-16%	36
2	CCCCC(=O)NC(=S)NNC(=O)CC	-4%	7%	4%	0%	-8%	-5%	6%	-1%	10
3	COc1ccc2nc(SCC(=O)N(C)CC(=O)Nc3ccc(F)cc3)[nH]c2c1	-12%	7%	15%	31%	0%	13%	0%	-8%	21
4	CC(C)(C)C(=O)O/N=C(\N)Cc1ccc(-c2csnn2)cc1	17%	-21%	-8%	-16%	7%	-9%	-14%	-1%	?
5	O=c1[nH]c2ccc(Cl)cc2c(-c2ccccc2)c1N1CCN(CCO)CC1	5%	?	-2%	-23%	2%	-14%	11µM*	24%	-19
6	Cc1ccc(N(Cc2ccc([N+](=O)[O-])cc2)C(=O)c2ccco2)cc1	0%	-2%	18%	?	0%	-4%	-18%	6%	-15
7	COc1ccc2cc(C(=O)Nc3ccc(O)cc3)sc(=O)c2c1OC	-9%	2%	-7%	-22%	-25%	6%	-4%	-1%	-2
8	COc1cc(C(=O)O/N=C(\N)c2ccccn2)cc(OC)c1OC	0%	18%	2%	?	-5%	nt	9%	7%	-28
9	O=C(/C=C/c1cccc(F)c1)NCCCn1ccnc1	-9%	14%	-5%	1%	-5%	-5%	11%	4%	18
10	CCOC(=O)Cc1csc(NC(=O)c2c(-c3ccccc3)noc2C)n1	-6%	-11%	0%	15%	4%	-22%	-1%	3%	38
11	O=C(NCc1ccco1)/C(=C\C=C\c1ccccc1)NC(=O)c1ccccc1Br	6%	3%	19%	-18%	-7%	-16%	-7%	0%	0
12	CCOC(=O)c1ccc(-n2cnc(-c3ccc([N+](=O)[O-])cc3)c2)cc1	nt	0%	0%	3%	-8%	12%	17%	nt	?

The last six entries of the part above are carried over, then new ones follow:
No.	SMILES	SW480 rerep	HT1080 IDH1KD tx	KB-3-1 cytotox	KB-V1 MDR tox	WRN inhibitor	ATXN2 expr inh	HT1080NT lethal	MCF10A rereplic	IL-1B inflam inh
7	COc1ccc2cc(C(=O)Nc3ccc(O)cc3)sc(=O)c2c1OC	-9%	2%	-7%	-22%	-25%	6%	-4%	-1%	-2
8	COc1cc(C(=O)O/N=C(\N)c2ccccn2)cc(OC)c1OC	0%	18%	2%	?	-5%	nt	9%	7%	-28
9	O=C(/C=C/c1cccc(F)c1)NCCCn1ccnc1	-9%	14%	-5%	1%	-5%	-5%	11%	4%	18
10	CCOC(=O)Cc1csc(NC(=O)c2c(-c3ccccc3)noc2C)n1	-6%	-11%	0%	15%	4%	-22%	-1%	3%	38
11	O=C(NCc1ccco1)/C(=C\C=C\c1ccccc1)NC(=O)c1ccccc1Br	6%	3%	19%	-18%	-7%	-16%	-7%	0%	0
12	CCOC(=O)c1ccc(-n2cnc(-c3ccc([N+](=O)[O-])cc3)c2)cc1	nt	0%	0%	3%	-8%	12%	17%	nt	?
13	CCOC(=O)C1CCN(C(=O)c2ccccc2NS(=O)(=O)c2cc(C)ccc2C)CC1	0%	17%	2%	-10%	-22%[57.1 µM]	-2%	10%	19%	12
14	CN1CCc2c(OCC(=O)N3N=C(c4cccs4)CC3c3ccc(F)cc3)cccc2C1=O (stereo not drawn)	22%	?	?	-18%	-21%[57.1 µM]	-13%	23µM*	-8%	-67*
15	Cc1oc2cc(O)ccc2c(=O)c1Oc1ccccc1	?	-11%	0%	-1%	71µM*	-2%	-25%	?	32
16	Brc1ccc(-c2csc(N3CCOCC3)n2)cc1	-17%	8%	-9%	12%	-1%	86%[activator]	13%	-4%	-13
17	CCOc1ccc2c(c1)sc(=NC(=O)C1CC1)n2C	0%	-7%	0%	-6%	-3%	52%[activator]	5%	-3%	29
18	Cc1sc2ncnc(N3CCC(C(=O)N(CC(C)C)c4nc5ccccc5s4)CC3)c2c1C	4%	0%	-5%	-27%	-9%	-11%	0%	?	12
19	COC(=O)c1c(NC(=O)C2CCCCC2C(=O)O)sc2c1CCCCC2 (stereo not drawn)	1%	-13%	?	-10%	-5%	20%	-12%	-3%	6
20	COc1ccc(NC(=O)c2c(Cl)nc3ccccn23)cc1	0%	21%	11%	30%	-4%	19%	14%	?	-7
21	O=C(O)c1cccc(-n2cccc2/C=C2/NC(=O)N(Cc3ccccc3F)C2=O)c1	2%	?	-1%	9%	-10%[11.6 µM]	-26%	25%	11%	-9
22	COC(=O)Cc1ccc(N(Cc2ccccc2F)S(=O)(=O)c2ccc(Br)cc2)cc1	?	-11%	2%	0%	-6%	nt	-1%	11%	4
23	CCc1ccc(N(CC(=O)NC2CCCC2)C(=O)CCC(=O)Nc2ccccn2)cc1	-10%	0%	1%	?	-8%	-7%	3%	3%	19
24	Cc1ccccc1OCC(=O)NNC(=S)NC(=O)c1ccccc1[N+](=O)[O-]	2%	?	?	?	-3%	-17%	-18%	-6%	16
25	O=S(=O)(CC(O)COc1ccc(Br)cc1)c1ccccc1 (stereo not drawn)	3%	-1%	-4%	-3%	4%	-33%	2%	2%	4
26	O=S(=O)(Nc1ccc(N2CCCCC2)cc1)c1ccc(F)cc1	-11%	5%	-1%	0%	-2%	-10%	3%	16%	5
27	CCC(C)Oc1cccc(OCCCCN2C(=O)NC(C)(C)C2=O)c1 (stereo not drawn)	-2%	?	3%	-12%	-3%	41%[activator]	-3%[9.24 µM]	29%	-2
28	COC(=O)C1=C(C)Nc2nc(SCc3ccccc3)[nH]c(=O)c2C1c1cccs1 (stereo not drawn)	-1%	-1%	-5%	-9%	-3%	-4%	-3%	22%	-17
29	COc1cccc(NC2SC(=O)N(c3ccccc3)C2=O)c1 (stereo not drawn)	-19%	?	3%	38%	-1%	35%	-12%	2%	-1
30	CC(C(=O)NCc1ccccc1)N1C(=O)c2ccccc2C1=O (stereo not drawn)	-33%[inhibitor]	0%	?	?	-5%	1%	6%	-2%	6
31	O=C1CCC(C(=O)N2CCCCO2)CN1Cc1cccc(F)c1 (stereo not drawn)	-4%	2%	19%	1%	-2%	19%	0%	0%	-4
32	COc1ccc(NC(=O)CCC(=O)OCC(=O)c2ccc(Oc3ccc([N+](=O)[O-])cc3)cc2)cc1	0%	0%	12%	8%	-22%[57.1 µM]	-4%[11.3 µM]	-1%	0%	23
33	COc1ccc([C@H]2C[C@@H](n3cc(COC(=O)c4ccccc4)nn3)[C@H](O)CN2C(=O)C2CCCCC2)cc1	nt	1%	-6%	-3%	-7%	-3%	-13%	nt	-9
34	CC1(CCc2ccccc2)NC(=S)N(c2ccccc2)N1 (stereo not drawn)	4%	?	0%	8%	-6%[57.1 µM]	-1%	?	19%	17
35	CCOC(=O)N1CCN(Cc2nc3ccc([N+](=O)[O-])cc3c(=O)n2-c2ccc(OC)cc2OC)CC1	10%	2%	3%	14%	6%[57.1 µM]	-4%	-1%	?	41
36	COc1ccc2c(C)cc(SCc3c(C)noc3C)nc2c1	?	-25%	6%	-11%	-22%	2%	5%	12µM*	-13
37	O=C(Nc1ccc(Cl)cc1)c1csc(Cc2ccccc2)n1	2%	0%	-21%	18%	-2%	nt	4%	15%	19
38	CC(C)(C)Cc1c(-c2cccc(Br)c2)nc2ccc(Br)cn12	nt	9%	-6%	-27%	-5%	3%	1%	nt	-14
39	O=C(c1ccccc1)c1ccccc1C(=O)N1CCN(C(=O)c2ccccc2)CC1	-30%	3%	15%	-17%	3%	-26%	-2%	-4%	0
40	O=C(CSc1nnc(CNC(=O)c2c(F)cccc2F)o1)c1ccc(Cl)cc1	nt	3%	4%	-13%	-4%	nt	6%	nt	31
41	COc1cccc(C(=O)Nc2cc(C(=O)NCc3ccc(C)cc3)ccc2N2CCC3(CC2)CC(c2ccccc2)=NO3)c1	-11%	-11%	17%	-11%	6%	7%	-4%	-7%	-3
42	CCC(C)N1CCN(S(=O)(=O)c2ccc(NC(C)=O)cc2)CC1 (stereo not drawn)	9%	2%	-3%	-7%	3%	nt	3%	16%	-9
43	Cc1cc2c(cc1S(=O)(=O)N1CCCC1)n(C)c(=O)c(=O)n2C	-4%	-1%	5%	10%	-2%	1%	16%	8%	-1
44	O=C(COC(=O)C12CC3CC(CC(C3)C1)C2)Nc1ncc(Cl)cc1Cl	0%	-29%	17%	-10%	-27%	-7%	7%	26%	29

Screens from PubChem.
